TcdB GH inh: blocks C. difficile toxin B glycohydrolase activity | P18177 | TcdB glycohydrolase enzymatic assay, plate reader | inhibition, % at 9.99 µM | 350,000 compounds, 0.24% hits; in the data active means inhibition above about 10%
Target sequence (P18177 whole entry, looked up): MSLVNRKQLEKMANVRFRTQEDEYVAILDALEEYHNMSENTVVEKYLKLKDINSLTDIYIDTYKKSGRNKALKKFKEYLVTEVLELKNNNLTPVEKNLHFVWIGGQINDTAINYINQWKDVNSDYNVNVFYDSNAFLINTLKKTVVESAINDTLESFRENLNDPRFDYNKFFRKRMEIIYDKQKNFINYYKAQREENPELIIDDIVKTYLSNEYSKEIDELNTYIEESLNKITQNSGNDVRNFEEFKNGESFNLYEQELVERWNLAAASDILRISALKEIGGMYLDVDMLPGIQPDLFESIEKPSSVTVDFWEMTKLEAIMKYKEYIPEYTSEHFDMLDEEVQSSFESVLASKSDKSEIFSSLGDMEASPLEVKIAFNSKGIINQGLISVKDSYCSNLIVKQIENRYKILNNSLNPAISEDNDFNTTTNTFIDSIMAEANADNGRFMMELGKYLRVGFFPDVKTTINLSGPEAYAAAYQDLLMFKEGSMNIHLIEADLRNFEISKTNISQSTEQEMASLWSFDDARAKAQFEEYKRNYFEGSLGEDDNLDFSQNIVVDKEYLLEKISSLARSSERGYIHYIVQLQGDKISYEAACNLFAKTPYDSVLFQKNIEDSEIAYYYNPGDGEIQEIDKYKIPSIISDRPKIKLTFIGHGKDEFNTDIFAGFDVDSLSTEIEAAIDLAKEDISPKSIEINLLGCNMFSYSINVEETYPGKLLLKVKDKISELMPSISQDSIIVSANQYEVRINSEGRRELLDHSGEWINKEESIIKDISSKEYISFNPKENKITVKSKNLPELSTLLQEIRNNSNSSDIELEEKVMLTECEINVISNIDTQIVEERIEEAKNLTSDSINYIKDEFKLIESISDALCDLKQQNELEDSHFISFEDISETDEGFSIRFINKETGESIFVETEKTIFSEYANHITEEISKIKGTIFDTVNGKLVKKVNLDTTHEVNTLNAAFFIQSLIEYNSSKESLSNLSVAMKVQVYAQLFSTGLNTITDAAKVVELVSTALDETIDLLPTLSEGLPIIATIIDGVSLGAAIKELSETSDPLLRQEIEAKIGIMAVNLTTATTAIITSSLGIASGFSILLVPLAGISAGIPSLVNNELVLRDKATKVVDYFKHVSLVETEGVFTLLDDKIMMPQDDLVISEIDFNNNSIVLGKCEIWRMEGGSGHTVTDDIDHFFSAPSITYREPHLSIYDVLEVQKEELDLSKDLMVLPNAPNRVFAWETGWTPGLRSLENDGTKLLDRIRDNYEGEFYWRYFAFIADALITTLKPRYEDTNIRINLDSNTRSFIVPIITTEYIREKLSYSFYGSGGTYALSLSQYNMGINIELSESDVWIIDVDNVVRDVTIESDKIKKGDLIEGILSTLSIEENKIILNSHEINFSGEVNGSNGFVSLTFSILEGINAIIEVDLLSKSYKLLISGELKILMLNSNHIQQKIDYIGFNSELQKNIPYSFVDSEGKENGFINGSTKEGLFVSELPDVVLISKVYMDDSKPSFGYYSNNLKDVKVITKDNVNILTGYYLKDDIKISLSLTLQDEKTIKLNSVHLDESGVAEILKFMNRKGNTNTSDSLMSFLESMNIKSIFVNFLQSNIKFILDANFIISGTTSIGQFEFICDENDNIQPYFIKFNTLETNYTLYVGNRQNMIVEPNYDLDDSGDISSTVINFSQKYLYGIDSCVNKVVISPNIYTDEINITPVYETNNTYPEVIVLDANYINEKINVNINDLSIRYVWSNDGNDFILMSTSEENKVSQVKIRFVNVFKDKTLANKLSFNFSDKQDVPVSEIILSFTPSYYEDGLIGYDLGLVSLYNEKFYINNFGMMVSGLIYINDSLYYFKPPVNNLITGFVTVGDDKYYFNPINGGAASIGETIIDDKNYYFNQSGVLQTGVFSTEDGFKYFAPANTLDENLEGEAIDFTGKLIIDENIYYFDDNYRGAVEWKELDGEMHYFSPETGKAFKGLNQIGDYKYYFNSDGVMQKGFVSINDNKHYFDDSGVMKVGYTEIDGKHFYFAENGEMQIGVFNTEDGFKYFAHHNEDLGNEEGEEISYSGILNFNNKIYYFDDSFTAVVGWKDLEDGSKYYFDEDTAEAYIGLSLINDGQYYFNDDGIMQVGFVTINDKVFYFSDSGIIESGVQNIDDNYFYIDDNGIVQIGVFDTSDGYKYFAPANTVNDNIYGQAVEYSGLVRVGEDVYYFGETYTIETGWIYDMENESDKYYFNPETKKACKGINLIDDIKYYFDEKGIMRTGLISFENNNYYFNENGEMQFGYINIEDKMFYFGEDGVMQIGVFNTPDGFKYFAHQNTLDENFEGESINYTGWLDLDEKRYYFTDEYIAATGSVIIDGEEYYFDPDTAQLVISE
Active calls of the source: *; & = joins results of further samples. A portion of the library (hit frequency here may not be typical).

molecule	TcdB GH inh
C[C@H](CO)N1C[C@H](C)[C@H](CN(C)S(=O)(=O)c2cn(C)cn2)Oc2c(NC(=O)Nc3ccc(F)cc3)cccc2C1=O	0.9
O=C(NCCN1CCC(n2c(=O)[nH]c3ccccc32)CC1)c1ccncc1	-0.1
CN(C)C(=O)c1cccc(-c2ccccc2[C@@H]2[C@@H](C#N)N(C(=O)C3CC3)[C@H]2CO)c1	1.0
O=C(C(=O)N1CCN(c2ccccc2)CC1)c1ccc2c(c1)OCO2	0.5
COCC(=O)N1CCC2(CC1)CN(Cc1cccc(OC)c1)[C@@H](CO)c1[nH]c3cc(OC)ccc3c12	-0.8
COCCOC(=O)N1C(=O)[C@@]2(c3cc(C#Cc4ccc(OC)cc4)ccc31)[C@H](C(=O)N1CCc3cc(OC)c(OC)cc3C1)[C@H]1C(=O)O[C@H](c3ccccc3)[C@H](c3ccccc3)N1[C@@H]2c1ccc(OCCO)cc1	-6.9
O=C1Nc2ccccc2-n2nnnc2C1N1CCc2ccccc2C1 (centres undefined)	0.8
CC(=O)N1Cc2cc(C(=O)NCc3cccc(F)c3)nc(-c3cccc(C4=CCCC4)c3)c2[C@@H]1CCO	-0.4
COc1ccc(-c2c(C(=O)c3ccccc3)[nH]c(N)c2C(=O)NCc2ccccc2)cc1OC	2.3
C[C@@H]1CN([C@H](C)CO)C(=O)c2cccc(NC(=O)CCCCCC(=O)Nc3ccccc3N)c2O[C@H]1CN(C)CC1CC1	-0.8
CO[C@@H]1CN(C)C(=O)c2ccc(NC(=O)CC(F)(F)F)cc2OC[C@@H](C)N(C(=O)C2CCOCC2)C[C@@H]1C	-0.9
COC(=O)c1cc2c(c3c4cc(F)ccc4n(S(=O)(=O)c4ccccc4)c13)C(=O)N(Cc1ccc(C(F)(F)F)cc1)C2	1.8
COc1ccc2c3c([nH]c2c1)[C@@H](CO)N(S(=O)(=O)c1cn(C)cn1)CC31CCN(CC2CCCC2)CC1	-5.0
O=C(Nc1ccc(F)cc1)N1CC(=O)N2[C@H](CO)[C@H](c3ccc(-c4cccc(F)c4)cc3)[C@H]2C1	-1.0
CCCN1[C@H](CO)[C@H](c2ccc(C#Cc3ccccc3)cc2)[C@@H]1CNC1CCCC1	-0.7
CN(C)C(=O)c1cccc(-c2ccccc2[C@@H]2[C@@H](C#N)N(C(=O)C3CC3)[C@@H]2CO)c1	-0.2
C[C@@H]1CCCCO[C@H](CN(C)CC2CC2)[C@H](C)CN([C@H](C)CO)C(=O)c2cc(NS(=O)(=O)c3ccc(F)cc3)ccc2O1	-6.0
COc1cccc(-c2ccc([C@H]3[C@H]4CN(C(=O)NC(C)C)CC(=O)N4[C@H]3CO)cc2)c1	-0.2
CO[C@@H]1CN(C)C(=O)c2cc(NC(=O)CC(F)(F)F)ccc2OC[C@H](C)N(S(=O)(=O)c2cn(C)cn2)C[C@H]1C	-1.4
CCCNC(=O)Nc1ccc2c(c1)OC[C@H](C)N(Cc1ccccc1)C[C@H](C)[C@@H](OC)CN(C)C2=O	0.3
CO[C@H]1CN(C)C(=O)c2ccc(NS(C)(=O)=O)cc2OC[C@H](C)N(CC2CCOCC2)C[C@@H]1C	0.2
CN1C(=O)c2cc(NC(=O)C3CCC3)ccc2OC[C@@H]2O[C@H](CC(=O)NCc3ccccc3F)CC[C@@H]21	0.5
CCC(=O)N1CCC2(CC1)CN(Cc1cccc(F)c1)[C@@H](CO)c1c2c2ccc(OC)cc2n1C	-0.9
COC(=O)[C@]1(Sc2ccc(C)cc2)CC(=O)N[C@@H]1c1ccco1	0.3
CCOC(=O)[C@]12Cc3c(cc(OC)c(OC)c3OC)[C@H]1N(C)C(=O)c1ccccc12	0.0
C/C=C/c1ccc([C@@H]2[C@@H](CO)N(CC3CCCC3)C23CN(S(=O)(=O)CC)C3)cc1	0.1
CCOc1cccc(C=NNC(=O)C(=O)Nc2cccc(C(F)(F)F)c2)c1O	1.1
O=C(C1CCOCC1)N1CC(=O)N2[C@H](CO)[C@@H](c3ccc(-c4cccnc4)cc3)[C@H]2C1	-0.5
O=C(N[C@H](C(=O)N1CCC[C@H]1C(=O)NCc1ccccc1)c1ccccc1)c1ccc(Cl)c(Cl)c1	2.3
CSc1ccc(C(=O)NCC2CCN(C(=O)C(=O)c3cc4ccccc4o3)CC2)cc1	1.2
CC(C)C[C@@H]1O[C@H](CCc2ccccc2)Cc2[nH]c(=S)[nH]c(=O)c21	1.6
CCOC(=O)N1CCN(C(=O)C[C@@H]2C[C@@]3(C(=O)OC)CCCCC=C3N(CCc3ccc(OC)c(OC)c3)C2=O)CC1	0.7
O=C(C[C@H]1C[C@H]2c3cc(NC(=O)c4cccnc4)ccc3O[C@H]2[C@@H](CO)O1)NC1CCCC1	-1.4
COc1ccc2c3c(n(C)c2c1)[C@@H](CO)N(C(=O)Nc1ccc(F)cc1)CC31CCN(C(=O)Nc2c(C)noc2C)CC1	0.1
COc1cccc(NC(=O)N2CC(=O)N3[C@H](CO)[C@@H](c4ccc(C#CCC5CCCC5)cc4)[C@H]3C2)c1	-0.5
CCCCCCCCN1C(=O)[C@H](CC(=O)NCc2ccc(C)o2)C[C@@]2(C(=O)OC)CCCCC=C12	1.0
CCC(c1nnnn1-c1ccc2c(c1)OCCO2)N1CCN(CC)CC1 (centres undefined)	-8.3
O=NN(CCF)C(=O)NC1CCC(=O)NC1=O (centres undefined)	0.6
CC(C)c1cn([C@H]2C[C@@H]3O[C@H](CO)CC[C@@H]3O[C@@H]2CCc2ccc(-c3ccccc3)cc2)nn1	-2.0
Cc1cccc(-c2ccc(C3[C@@H]4CN(C(=O)Nc5ccc(F)cc5)C[C@H]3N4)cc2)c1 (some centres undefined)	0.1&0.6

Rewritten as labelled records: 2 of the compounds above
CCCCCCCCN1C(=O)[C@H](CC(=O)NCc2ccc(C)o2)C[C@@]2(C(=O)OC)CCCCC=C12
  TcdB GH inh: 1.0

CCC(c1nnnn1-c1ccc2c(c1)OCCO2)N1CCN(CC)CC1 (centres undefined)
  TcdB GH inh: -8.3

(listing goes on)
molecule	TcdB GH inh
COc1cccc(-c2ccc([C@H]3[C@H]4CN(C(=O)CN5CCOCC5)CC(=O)N4[C@H]3CO)cc2)c1	1.9
COc1cccc(-c2nc3nc(C)cc(C)n3c2Nc2ccc3c(c2)OCCO3)c1	1.5
C[C@@H]1CN([C@@H](C)CO)C(=O)c2cc(NC(=O)c3ccccc3)ccc2O[C@@H](C)CCCCO[C@H]1CN(C)S(=O)(=O)c1cn(C)cn1	-0.7
COCC#Cc1ccc([C@H]2[C@@H](CO)N3C(=O)CN(C(=O)C4CCOCC4)C[C@H]23)cc1	-1.6
COc1ccc2c3c([nH]c2c1)[C@@H](CO)N(C(=O)c1ccccc1)CC31CCN(C(=O)c2cccc(F)c2)CC1	-0.9
COc1ccc2c3c(n(C)c2c1)[C@H](CO)N(CC1CCCC1)CC31CCN(C(C)=O)CC1	0.1
C[C@@H]1CN([C@H](C)CO)C(=O)c2cccc(NC(=O)Nc3cccc4ccccc34)c2O[C@@H]1CN(C)S(=O)(=O)c1ccc(F)cc1	-0.1
C[C@H]1CN([C@@H](C)CO)C(=O)Cc2cc(NS(=O)(=O)c3ccc(Cl)cc3)ccc2O[C@@H]1CN(C)Cc1ccc(C(=O)Nc2ccccc2N)cc1	-0.4
C/C=C/c1ccc([C@H]2[C@@H](CO)N(S(C)(=O)=O)[C@H]2CNC(C)C)cc1	-0.3
CCCNC(=O)N1CC2(CCN(C(=O)CCC)CC2)c2c(n(C)c3cc(OC)ccc23)[C@H]1CO	0.8
Cc1cc(C(=O)Nc2ccc3c(c2)C(=O)N(C)[C@H]2CC[C@H](CC(=O)NCC(F)(F)F)O[C@@H]2CO3)no1	-0.4
O=C1N2CCCCC1(Sc1ccccc1)CCC2 (centres undefined)	-1.6
C=CCOC(=O)[C@H]1[C@@H]2C(=O)O[C@@H](c3ccccc3)[C@@H](c3ccccc3)N2[C@@H](c2ccc(OCCOC(=O)[C@@H]3C[C@@H]4C(=O)N[C@@H](CC(C)C)C(=O)N4[C@@H]3c3cccc(OCCO)c3)cc2)[C@]12C(=O)Nc1ccccc12	0.2
Cc1ccc(CN2C(=O)CCC2(C)c2nnnn2-c2ccc3c(c2)OCCO3)cc1 (centres undefined)	-0.1
Cc1cccc(C)c1NC(=O)C(c1ccccc1)N1CCC(c2ccccc2)CC1 (centres undefined)	0.4
Nc1nc2c(ncn2[C@@H]2O[C@H](C(=O)N[C@H](Cc3ccccc3)C(=O)NCC3CCCCC3)[C@@H](O)[C@H]2O)c(=O)[nH]1	2.7

Seven entries picked at random from the list so far, as already listed:
molecule	TcdB GH inh
C[C@@H]1CN([C@H](C)CO)C(=O)c2cccc(NC(=O)CCCCCC(=O)Nc3ccccc3N)c2O[C@H]1CN(C)CC1CC1	-0.8
Cc1cccc(C)c1NC(=O)C(c1ccccc1)N1CCC(c2ccccc2)CC1 (centres undefined)	0.4
CSc1ccc(C(=O)NCC2CCN(C(=O)C(=O)c3cc4ccccc4o3)CC2)cc1	1.2
C/C=C/c1ccc([C@H]2[C@@H](CO)N(S(C)(=O)=O)[C@H]2CNC(C)C)cc1	-0.3
O=NN(CCF)C(=O)NC1CCC(=O)NC1=O (centres undefined)	0.6
O=C(C(=O)N1CCN(c2ccccc2)CC1)c1ccc2c(c1)OCO2	0.5
CC(C)C[C@@H]1O[C@H](CCc2ccccc2)Cc2[nH]c(=S)[nH]c(=O)c21	1.6

Remaining list, next part:
molecule	TcdB GH inh
O=C(Cc1ccccn1)N1CC(=O)N2[C@H](CO)[C@@H](c3ccc(C#CCC4CCCC4)cc3)[C@H]2C1	-0.4
COc1ccc(-c2ccc3c(c2)[C@@H]2[C@@H](CCN2S(=O)(=O)C2=NC(C)C=N2)[C@H](CO)N3C)cc1 (some centres undefined)	6.1
CC(C)C[C@H](NC(=O)C1CCCC1)C(=O)N1CCC[C@H]1C(=O)NCc1ccccc1	0.5
O=C(Nc1ccc2c(c1)[C@H]1C[C@@H](CC(=O)N3CCCCC3)O[C@H](CO)[C@H]1O2)NC1CCCCC1	0.4
O=C1NC[C@@H](CCCCN2C[C@H](Cc3ccccc3)N(CCc3ccc(O)cc3)C(=O)C2=O)N(CC2CCCCC2)C1=O	1.1
COc1cccc(-c2ccc([C@@H]3[C@@H](CO)N4C(=O)CN(C(=O)C5CCC5)C[C@@H]34)cc2)c1	3.9
COc1cccc(C#Cc2ccc([C@@H]3[C@H]4CN(C(=O)Cc5cccnc5)CC(=O)N4[C@H]3CO)cc2)c1	-1.4
CCCC(=O)N1CCC2(CC1)CN(C(=O)CC)[C@H](CO)c1c2c2ccc(OC)cc2n1C	-0.9
O=C(NC1CCCCC1)N1CC(=O)N2[C@H](CO)[C@@H](c3ccc(-c4cccnc4)cc3)[C@@H]2C1	-1.4
COP(=O)(OC)OC=C(Cl)Cl	-0.9
O=C(C1CCOCC1)N1CC(=O)N2[C@H](C1)[C@@H](c1ccc(C#Cc3cccc(F)c3)cc1)[C@@H]2CO	1.3
COc1ccc(CN(C)C[C@H]2Oc3c(NC(=O)CCCCCC(=O)Nc4ccccc4N)cccc3C(=O)N([C@H](C)CO)C[C@@H]2C)cc1	-0.9
CC(=O)N1Cc2cc(C(=O)NCC(F)(F)F)nc(-c3cccc(-c4cccnc4)c3)c2[C@H]1CCO	1.2
C[C@H]1CN([C@@H](C)CO)C(=O)c2cc(NC(=O)Cc3cn(C)c4ccccc34)ccc2O[C@H]1CN(C)Cc1ccc(-c2ccccc2)cc1	-0.6
CCS(=O)(=O)N1Cc2cc(C(=O)N(C)C)nc(-c3cccc(-c4ccc(F)cc4)c3)c2[C@@H]1CCO	2.4
CCN(CC)S(=O)(=O)c1cccc(C(=O)N[C@@H](C)c2nc3ccccc3[nH]2)c1	-0.2
Cc1cc(N2CCN(CC(C)(C)O)C[C@@H]2C)ccc1N1CCN(Cc2ccccc2)[C@H](C)C1	-5.8
COCCN1C(=O)COc2ccccc2C1C(=O)Nc1c(C)cccc1C (centres undefined)	1.6
COC(=O)C1=C(C)N(C)C(=NCc2ccc3c(c2)OCO3)NC1c1cccc(F)c1 (centres undefined)	1.1
Cc1ccc(S(=O)(=O)N(C)C[C@@H]2Oc3ccc(NC(=O)Nc4ccc5c(c4)OCO5)cc3C(=O)N([C@H](C)CO)C[C@H]2C)cc1	0.8
CCCC(=O)N1CCC2(CC1)CN(C(=O)C1CCC1)[C@H](CO)c1[nH]c3cc(OC)ccc3c12	0.0
O=C(Nc1ccccc1F)N1CC(=O)N2[C@H](CO)[C@@H](c3ccc(C#Cc4ccc(F)cc4)cc3)[C@@H]2C1	0.7
COC(=O)CCCn1cc(CN2CC(N3CCN(Cc4ccccc4F)CC3)CS2(=O)=O)nn1 (centres undefined)	1.0
CN(C)CC(=O)N[C@H]1CC[C@H](CCNC(=O)C2CC2)O[C@@H]1CO	0.2
CCS(=O)(=O)N1CC(=O)N2[C@@H](CO)[C@H](c3ccc(C#Cc4ccc(F)cc4)cc3)[C@@H]2C1	-0.1
CCCNC(=O)N1[C@H](C#N)[C@H](c2ccccc2-c2ccc(C)cc2)[C@@H]1CO	0.0
CN(Cc1ccncc1)C(=O)[C@@H]1CCCN1C(=O)[C@@H]1CCCN1	2.2
Cc1ccc(S(=O)(=O)NCc2ccc3c(c2)OCO3)cc1	1.2
COCC(=O)N1CC2(C1)[C@H](c1ccccc1)[C@@H](CO)N2CCC(F)(F)F	-0.7
C[C@@H]1Cn2cnc(C(=O)N(C)Cc3ccccc3)c2C(=O)N1	0.1
CC(=O)N1CCN(C(C(=O)Nc2c(C)cccc2C)c2cccc(F)c2)CC1 (centres undefined)	0.9
Cn1cnc(S(=O)(=O)N2[C@@H]3CNC[C@H]2C3c2ccc(/C=C/c3ccccc3)cc2)c1 (some centres undefined)	0.0&0.9
CSCc1cc(C(=O)NC2CC2)c(N)s1	-2.6
